Menin-MLL TR inh – qHTS Assay for Inhibitors Targeting the Menin-MLL Interaction in MLL Related Leukemias: Competition With Texas Red Labeled MLL-derived Mutant Peptide | O00255 | Menin + Texas Red MLL mutant peptide, fluorescence polarization | Potency, µM (highest dose often 61.6 µM), for inactives: at the highest dose FP activity change, negative = inhibition, most hits filed as inhibitors | actives 0.23% (n = 270,000) | AID 1768, 2009; active = well fitted inhibition curve with a large enough effect in the polarisation, with a control signal flat, not every such curve was filed as active; inconclusive = small, poorly fitted or top-dose-only effect, or effect the other way, or a change in a side signal; inactive = no such curve, though single readings can be large or run the other way; the % refers to the polarisation; also: potency is read from the fitted curve at half-maximal effect; % of control where 0% means no effect; many of its hits are not listed in these tables
Target sequence (O00255 whole entry, looked up): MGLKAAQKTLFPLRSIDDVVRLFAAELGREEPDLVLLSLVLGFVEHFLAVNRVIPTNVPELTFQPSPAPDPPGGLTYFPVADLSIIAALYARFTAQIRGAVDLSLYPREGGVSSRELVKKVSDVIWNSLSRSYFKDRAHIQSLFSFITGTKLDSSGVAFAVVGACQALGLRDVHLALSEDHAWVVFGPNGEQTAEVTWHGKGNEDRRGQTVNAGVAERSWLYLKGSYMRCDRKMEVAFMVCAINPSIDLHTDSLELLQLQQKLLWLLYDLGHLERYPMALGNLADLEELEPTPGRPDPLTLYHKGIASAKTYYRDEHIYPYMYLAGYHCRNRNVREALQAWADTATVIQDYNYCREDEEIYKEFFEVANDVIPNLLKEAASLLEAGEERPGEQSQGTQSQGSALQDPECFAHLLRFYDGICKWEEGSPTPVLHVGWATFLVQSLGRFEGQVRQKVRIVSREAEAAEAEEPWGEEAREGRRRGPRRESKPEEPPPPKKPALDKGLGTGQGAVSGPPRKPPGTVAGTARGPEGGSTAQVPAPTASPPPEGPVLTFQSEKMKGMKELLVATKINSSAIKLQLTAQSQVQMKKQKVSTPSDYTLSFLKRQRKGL
VP16 counter – VP16 counterscreen qHTS for inhibitors of ROR gamma transcriptional activity. Drosophila S2 Gal4-VP16 UAS-luciferase, luminescence, 20 h. Potency, µM (titrated, usually from 53.6 µM), inactives show at the top dose activity, negative = inhibition, hits mostly inhibitors. actives 3.5% (n = 310,000);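 also: Gal4-VP16 expression switched on by copper sulfate through the metallothionein promoter; potency is read from the fitted curve at half-maximal effect; % is scaled to controls: 0 for no effect and ±100 for the full control effect; nearly all actives have a fitted effect of over 50% in size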
PKM2 act – qHTS Assay for Activators of Human Muscle isoform 2 Pyruvate Kinase; Pyruvate kinase PKM (Homo sapiens), P14618; purified PKM2, Kinase-Glo ATP luminescence, activation; response scale: 0% is enzyme alone, no compound; Potency, µM (titrated, usually from 57.5 µM), for the others: at the top dose activation, actives largely listed as activators; actives 0.34% (n = 260,000); AID 1631, 2009; also: potency is read from the fitted curve at half-maximal effect; % is scaled to controls: 0 for no effect and ±100 for the full control effect; nearly all actives have a fitted effect of over 55% in size
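Purified hPK-M2 (>95% pure) converted ADP (0.1 mM final) to ATP with 0.5 mM PEP in 50 mM imidazole pH7.2, KCl, MgCl2, Tween 20, BSA; 1 h at room temperature. ATP detected by Kinase-Glo luminescence.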
Rab9 promoter act – qHTS Assay for Rab9 Promoter Activators; Potency, µM (highest dose often 9.22 µM), for the others: at the top dose activation, negative = inhibition, hits mostly activators; Huh7 Rab9 promoter-luciferase reporter, luminescence, 24 h; actives 2.8% (n = 320,000); AID 485297, 2010; also: potency is read from the fitted curve at half-maximal effect; % of control where 0% means no effect; nearly all actives have a fitted effect of over 60% in size
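Stable Rab9-luc Huh7, 1500 cells/well, 2 h settle; cmpd in DMSO, 24 h, 37 °C/5% CO2; luciferase reagent 10 min RT; luminescence.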
RORgamma inh – qHTS for inhibitors of ROR gamma transcriptional activity; Drosophila S2 Gal4-RORgamma UAS-luciferase reporter, 20 h; Potency, µM (series often up to 53.6 µM), inactives show at the highest dose activity change, negative = inhibition, actives largely listed as inhibitors; actives 5.4% (n = 310,000); AID 2551, 2010; also: potency is read from the fitted curve at half-maximal effect; % is scaled to controls: 0 for no effect and ±100 for the full control effect; nearly all actives have a fitted effect of over 60% in size
Target sequence (P51450 whole entry, looked up, the tested form may be a part): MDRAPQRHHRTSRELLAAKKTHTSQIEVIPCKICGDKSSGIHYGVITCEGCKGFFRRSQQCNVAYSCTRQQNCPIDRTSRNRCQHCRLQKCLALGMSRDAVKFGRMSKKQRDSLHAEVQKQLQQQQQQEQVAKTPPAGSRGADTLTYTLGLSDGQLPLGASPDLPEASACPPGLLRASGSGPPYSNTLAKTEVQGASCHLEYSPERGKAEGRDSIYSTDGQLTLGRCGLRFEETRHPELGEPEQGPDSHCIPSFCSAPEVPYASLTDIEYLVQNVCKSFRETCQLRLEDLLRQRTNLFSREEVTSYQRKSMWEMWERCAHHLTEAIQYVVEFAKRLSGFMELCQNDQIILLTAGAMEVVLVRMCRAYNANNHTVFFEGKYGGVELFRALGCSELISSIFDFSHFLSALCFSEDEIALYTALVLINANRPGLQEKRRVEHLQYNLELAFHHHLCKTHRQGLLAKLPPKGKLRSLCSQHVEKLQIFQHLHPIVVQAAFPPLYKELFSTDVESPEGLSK
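Schneider cells (Drosophila), stable Gal4 DBD–ROR gamma + UAS-luc; 1 hr cmpd preincubation; Cu2+ induction 700 uM final; 20 hr ambient; luminescence.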
Giardia kill – Small Molecules that selectively kill Giardia lamblia: qHTS; actives 0.15% (n = 340,000); activity change, % at 7.66 µM, hits read low; Giardia lamblia trophozoite viability; AID 540267, 2011; in the data active = activity change below about -80%; inconclusive = between about -30% and that limit;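 also: parasites exposed to compound for two days anaerobically before the ATP read; % is scaled to controls: 0 for no effect and ±100 for the full control effect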
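Trophozoites 100 cells/well + cpd; 48 hrs, 37 deg C, anaerobic. ATPLite 1-Step added, 15-30 min RT, luminescence read (ATP-based viability).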
p53 reactivator – qHTS assay for re-activators of p53 using a Luc reporter | Potency, µM (titrated, usually from 92.2 µM), for inactives: top-dose activity change, positive = activation, hits mostly activators | actives 0.063% (n = 320,000) | H1299 p53-A138V BP100-luciferase reporter, luminescence, 24 h | AID 504706, 2011; also: potency is read from the fitted curve at half-maximal effect; % of control where 0% means no effect; nearly all actives have a fitted effect of over 45% in size
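H1299 (p53-null), stable ts p53-A138V + BP100-Luc; 1000 cells/well, Opti-MEM/10% FBS; cpd 4 pt, 1:5; 24 h, 37 deg C, 5% CO2; detection reagent 10 min RT; luminescence.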
BRCA1 expr act – qHTS Assay to Identify Small Molecule Activators of BRCA1 Expression | Potency, µM (doses to about 46.1 µM), for inactives: at the top dose activation, most hits filed as activators | actives 1.1% (n = 380,000) | MCF7-BRCA1-FFLuc reporter, luminescence, 48 h; response scale: scaled: vehicle 0%, 10 µM genistein 100%; also: potency is read from the fitted curve at half-maximal effect; nearly all actives have a fitted effect of over 80% in size; some results filed as inactive show a strong effect at the top dose
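Using MCF7 cells harboring a BRCA1 firefly luciferase reporter, plated 2 h before compound pinning, the screen measured luminescence after 48 h incubation. Responses were normalized to DMSO and 10 microM genistein, then fitted for concentration-effect.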
NPC1 prom act – qHTS Assay for NPC1 Promoter Activators; actives 2.4% (n = 320,000); Huh7 NPC1 promoter luciferase reporter, 24 h; Potency, µM (top dose mostly 9.22 µM), for inactives: at the highest dose activation, hits mostly activators;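 also: potency is read from the fitted curve at half-maximal effect; % of control where 0% means no effect; nearly all actives have a fitted effect of over 60% in size; reporter is driven by a mutant NPC1 promoter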
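Compounds in DMSO were transferred onto Huh7 NPC1-luciferase reporter cells pre-incubated 2 h; after 24 h at 37 °C, Amplite reagent was dispensed and luminescence recorded 10 min later.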
ELG1 genotox – qHTS screen for small molecules that induce genotoxicity in human embryonic kidney (HEK293T) cells expressing luciferase-tagged ELG1 | HEK293T ELG1-luciferase reporter, luminescence, 16 h | Potency, µM (doses to about 46 µM), inactives show at the highest dose activity change, positive = activation, hits mostly activators | actives 1.3% (n = 330,000); also: potency is read from the fitted curve at half-maximal effect; % of control where 0% means no effect; nearly all actives have a fitted effect of over 60% in size
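Genotoxicity was scored as increased ELG1-luciferase reporter signal, measured by ONE-Glo luminescence (30 min, room temperature). Compound or vehicle exposure of the HEK293T reporter cells lasted 16 hr at 37°C.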
FLuc counter – qHTS profiling assay for firefly luciferase inhibitor/activator using purifed enzyme and Km concentrations of substrates (counterscreen for miR-21 project) | Luciferin 4-monooxygenase (Photinus pyralis), P08659 | purified FLuc, Km substrates, luminescence inhibition | AID 588342, 2011 | actives 6.9% (n = 360,000) | Potency, µM (doses to about 57.5 µM), without a hit: top-dose activity change, negative = inhibition, hits mostly inhibitors;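 also: potency is read from the fitted curve at half-maximal effect; plate controls were vehicle for no effect and reference inhibitor for full effect; nearly all actives have a fitted effect of over 55% in size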
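Purified P. pyralis luciferase, 10 nM final, with Km-level 10 uM D-luciferin and 10 uM ATP in 50 mM Tris acetate pH 7.5, 10 mM Mg acetate, 0.01% Tween-20, 0.05% BSA; 6-point qHTS titration about 60 µM downward; luminescence read.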
* hit, by the source's call; ? = inconclusive; . = not tested or not shown; [ ] = another dose, or the depositor's remark. Unless noted, calls follow the shape of the dose curve; as a rule, active = well fitted curve in the direction sought with a large enough effect; inconclusive = small, poorly fitted or top-dose-only effect, or another doubt; inactive = no such curve, though single readings can be large; an effect the other way counts as inactive or inconclusive. An excerpt; rates above refer to the full screens.

SMILES	Menin-MLL TR inh	VP16 counter	PKM2 act	Rab9 promoter act	RORgamma inh	Giardia kill	p53 reactivator	BRCA1 expr act	NPC1 prom act	ELG1 genotox	FLuc counter
CCc1ccc(CN(C(=O)COc2c(C)cccc2C)C2CCS(=O)(=O)C2)cc1 (stereo not drawn)	-9%	-12%	2%[0.46 µM]	2%	19%	4	-17%	-22%	1%	2%	4%
O=C(COC(=O)C1CCN(c2ccc(C(F)(F)F)cn2)CC1)c1cccc(Br)c1	.	.	.	2%	.	0	3%	-7%	2%	3%	6%
CCC(CC)NC(=O)c1cc(OC)c(OC)c(OC)c1	6%	4%	-2%	4%	-3%	12	-7%	-8%	0%	0%	6%
Cn1c(CNc2ccc(Br)cc2)nc2ccccc21	51%[activator]	?	.	2.8µM*	1%	4	?	?	1.6µM*	?	2.7µM*
O=c1oc2ccccc2c(N2CCCC2)c1[N+](=O)[O-]	2%	-1%	5%	9%	32%	-2	4%	5%	-2%	8%	-1%
Cc1cc(Br)ccc1NC(=O)c1ccco1	-19%	16%	0%	16%	-17%[1.91 µM]	-2	.	55%	8%	8%	-8%
COc1cc(C(=O)NCC(=O)N/N=C/c2ccc(-c3cccc([N+](=O)[O-])c3)o2)cc(OC)c1OC	?	1%	4%	2%	?	-4	-3%	-11%	-7%	-8%	-3%
C[C@H]([C@@H](N)C(=O)N[C@@H](C(=O)O)[C@@H]1O[C@H](n2ccc(=O)[nH]c2=O)[C@@H](O)[C@H]1O)[C@@H](O)c1ccc(O)cn1	-14%	-17%	5%	0%	-18%	-23	5%	6%	-2%	-1%	-2%
COc1cc(/C=N/NC(=O)CNC(=O)c2ccncc2)ccc1OC(C)=O	.	-1%	-8%	-3%	5%	-30	-3%	-1%	-5%	6%	3%
Cc1cc(NC(=O)c2ccccc2)n(C)n1	-10%	7%	.	-4%	16%	9	2%	6%	-4%	-3%	?
COc1ccc(-c2ccc(NS(=O)(=O)c3ccc([N+](=O)[O-])cc3)cc2)nn1	.	1%	.	-1%	13%	-24	15%	12%	-1%	-2%	0%
COc1cccc2c(=O)n(CC(=O)N3CCCc4ccccc43)ccc12	-12%	-1%	9%	4%	4%	7	1%	-32%	-2%	0%	-1%
Cn1c(=O)c2c(ncn2CC(=O)NC2CCCCC2)n(C)c1=O	2%	4%	-1%	6%	14%	32[activator]	12%	1%	-5%	4%	2%
COc1ccc(CCN2CNc3c(c(=O)n(C)c(=O)n3C)C2)cc1	-8%	-1%	1%	-2%	0%	-3	-15%	1%	-1%	1%	3%
O=C(COC(=O)c1cccc(S(=O)(=O)NCc2ccccc2)c1)c1ccccc1	7%	-9%	-10%	-4%	41%	-5	9%	-14%	-4%	-1%	?
O=C(NCc1ccco1)c1cc([N+](=O)[O-])cc([N+](=O)[O-])c1	-17%	8%	-1%	-3%	-28%	4	-2%	-40%	-1%	0%	0%
CC(c1nnc(SCC(=O)Nc2cccnc2Cl)n1Cc1ccccc1)N(C)C (stereo not drawn)	2%	-7%	0%	-4%	10%	2	-4%	7%	2%	-6%	1%
CN(Cc1ccc(Cl)cc1)C(=O)CNC(=O)C12CC3CC(CC(C3)C1)C2	.	.	.	-2%	.	19	-14%	-28%	0%	-2%	1%
c1cc(CNC2C3CC4CC(C3)CC2C4)ccn1 (stereo not drawn)	-8%	-1%[10 µM]	-7%	-5%	6%	-22	5%	3%	-8%	4%	-3%
CN(C)C(CNC(=O)c1ccc2ccccc2c1)c1ccco1 (stereo not drawn)	-24%	?	3%	?	-8%	8	5%	60%	18%	19%	?
CC1CCC(N2CCN(c3ccc([N+](=O)[O-])cc3)CC2)CC1 (stereo not drawn)	?	0%	3%[11.5 µM]	1%	2%	10	-7%	-1%	0%	-2%	-2%
Cc1c(S(=O)(=O)NCc2ccccc2)c(=O)n(C)c(=O)n1C	.	0%	-2%	17%	8%	12	9%	21%	4%	0%	7%
CCOc1cc(/C=N/NC(=O)COc2ccccc2C)ccc1OC(=O)c1cccs1	-7%	-8%	-3%	-1%	13%	-5	-4%	-23%	-3%	0%	-5%
CCOCCCNC(=O)c1cc(-c2cccnc2)nc2ccc(S(=O)(=O)N3CCC(C)CC3)cc12	.	-5%	.	1%	-2%	35[activator]	9%	28%	-3%	3%	-1%
Cc1ccc(C)n1C(CC(=O)O)c1ccc(C#N)cc1 (stereo not drawn)	0%	-3%	1%	1%	-6%	7	2%	-8%	1%	3%	2%
CCN1C(=O)C2(C(C(=O)c3cc4ccccc4o3)=C(O)C(=O)N2CCCN(C)C)c2ccccc21 (stereo not drawn)	.	-3%	-9%	-1%	-10%	19	5%	-13%	0%	-1%	0%
COc1cccc(C2C(C(=O)Nc3ccccc3)=C(C)N=c3s/c(=C/c4ccc(OCC(=O)O)cc4)c(=O)n32)c1 (stereo not drawn)	?	-4%	2%	-2%	12%	1	-1%	-14%	-1%	0%	-18%
S=C(Cc1cccnc1)N1CCOCC1	1%	-6%	0%	-4%	2%	13	11%	-3%	-1%	2%	-1%
Cc1ccc(C(=O)c2cc3c(cc2[N+](=O)[O-])OCCO3)cc1	0%	-19%	-5%	2%	39%	-11	33%	47%	0%	9%	-16%
COc1cc(C(=O)OCC(=O)Nc2cc(C)on2)ccc1OCc1ccccc1Cl	-25%	?	-1%	?	24%	2	16%	?	30%	10%	3%
CCN1C(=O)[C@H]2[C@@H](c3ccc(-c4ccc(OC)cc4)cc3)N3CCCC[C@@]3(C(=O)OC)[C@H]2C1=O	.	.	.	-4%	.	-17	-8%	-8%	0%	-9%	-3%
CCN(CC)CCn1c(=S)[nH]c2cc(C(=O)N3CC(C)CC(C)C3)ccc2c1=O (stereo not drawn)	.	5%	.	-1%	-22%	15	1%	0%	13%	-1%	4%
O=C(NCc1ccccn1)C(=O)NCC1OCCCN1S(=O)(=O)c1cc(F)ccc1F (stereo not drawn)	.	-4%	2%	15%	5%	15	6%	2%	-1%	0%	3%
O=C(Nc1cccc2ccccc12)N1CCN(Cc2ccc3c(c2)OCO3)CC1	2%	-2%	-3%	-1%	4%	2	13%	5%	0%	0%	0%
CCOc1ccccc1NC(=O)CSc1nnc(-c2ccco2)o1	-5%	-7%	-2%	2%	-28%	-5	0%	7%	-1%	2%	-7%
O=C(O)CCCCCNC(=O)CCn1cnc2ccccc2c1=O	21%	-8%	-2%	0%	-5%	17	12%	17%	0%	0%	-1%
O=C(C1=C[C@H](c2ccc(Br)cc2)C[C@H](OCCCCO)O1)N1CCOCC1	-29%	-9%	1%	0.02µM*	18%	6	11%	19%	0.025µM*	9%	-38%
O=C(CSc1cccc(C(F)(F)F)c1)Nc1ccc(Cl)cc1Cl	9%	-3%	-4%	10%	10%	-15	-8%	-5%	1%	-1%	0%
CCCOc1cccc(C(=O)Nc2ccccc2C(=O)N2CCN(C)CC2)c1	.	3%	-6%	0%	-1%	-3	3%	-24%	-6%	1%	-1%
COC(=O)c1ccccc1OCC(=O)N1CCN(c2ccc(F)cc2)CC1	.	10%	1%	-1%	8%	2	-5%	-1%	-1%	1%	0%
O=C1CCc2cc(S(=O)(=O)N3CCCC3C(=O)N3CCN(c4ccccc4)CC3)ccc2N1 (stereo not drawn)	-2%[11.7 µM]	-3%	1%	-13%	13%	-16	-9%	-4%	2%	-6%	3%
CC(=O)Nc1nnc(-c2ccc(Cl)s2)o1	3%	5.6µM*	0%	-3%	3.5µM*	-24	1%	21%	-1%	-2%	-10%
CC(=O)N1CCN(CCN(CC2C(C)C=C(C)CC2C)C(C)=O)CC1 (stereo not drawn)	-24%	-3%	1%	-3%	-2%	12	5%	1%	-3%	-3%	1%
C/C(=N\NC(=O)c1ccc(Cl)c(S(=O)(=O)Nc2ccccc2Cl)c1)c1ccncc1	4%	-6%	-4%	1%	?	-26	-4%	-3%	-1%	-1%	1%
COc1ccc(-c2nn(-c3ccccc3)cc2C2CC(c3cccs3)=NN2C(=O)CCCC(=O)O)cc1 (stereo not drawn)	2%	-11%	-10%	1%	-40%	-9	-10%	3%	1%	0%	-2%

Screens (PubChem)
